Source: PubChem BioAssay (The Scripps Research Institute Molecular Screening Center)
AHR activator – activators of human aryl hydrocarbon receptor. AHR-responsive luciferase reporter cells, luminescence. AID 2796. activation, % at 5 µM. P35869. hit rate 2.5% among 320,000; in the data active means activation above about 47%;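 further: 0% = vehicle wells and 100% = reference agonist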
proCasp7 act – activates human procaspase-7, counter-screen for procaspase-3 activators. P55210. recombinant procaspase-7, Ac-DEVD-pNA absorbance 405 nm; D23A/D198A/D206A triple mutant, cannot self-cleave; scale: DMSO 0, 5 µM enzyme 100. activation, % at 8.5 µM. hit rate 0.093% among 330,000;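 active means percent activation above the screen-wide mean plus 3 SD, cut at about 25% in these data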
Target sequence (P55210 whole entry D23A/D198A/D206A): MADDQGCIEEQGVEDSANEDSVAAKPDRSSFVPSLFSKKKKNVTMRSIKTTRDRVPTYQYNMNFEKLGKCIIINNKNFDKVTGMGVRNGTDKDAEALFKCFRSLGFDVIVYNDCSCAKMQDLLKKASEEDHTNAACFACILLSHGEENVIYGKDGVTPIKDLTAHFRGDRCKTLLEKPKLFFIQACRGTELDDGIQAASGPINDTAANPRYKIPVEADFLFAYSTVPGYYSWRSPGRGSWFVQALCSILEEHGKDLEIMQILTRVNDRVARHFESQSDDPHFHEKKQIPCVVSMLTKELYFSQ
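Assay system: Uncleavable procaspase-7 mutant enzyme; Input: 2 µM procaspase-7 mutant as dispensed; Also added: DEVD-pNA substrate; Medium: Zinc-free HEPES pH 7.4 with 300 mM NaCl, 0.01% Triton X-100; Timing: 1 h compound preincubation, 2 h substrate cleavage, 25 °C; Measured by: Epi-absorbance of released pNA at 405 nm, two timepoints.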
core dimer inh – blocks dimerization of HCV core protein | AID 1899 | TR-FRET GST/Flag-core106 dimerization, 1536-well | inhibition, % at 5 µM | hit rate 0.33% among 300,000;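 active means inhibition above the mean of all tested compounds plus 3 SD, set per screening campaign, cut at about 45% in these data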
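Material: Tagged HCV core106 pair (GST and Flag) | Amount: GST-core106 13.5 nM, Flag-core106 17 nM | Medium: KF-containing HEPES buffer, pH 7.45, DTT, CHAPS, BSA | Reagent: Eu donor and XL665 acceptor anti-tag antibodies | Schedule: 4 h at 22.5 °C | Technique: Time-resolved FRET, ex 340 nm, em 617 and 671 nm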
Fh CTSL1 inh – blocks F. hepatica cathepsin L1 in PFM18AAP counter-screen. hit rate 0.49% among 300,000. inhibition, % at 5.96 µM. recombinant F. hepatica cathepsin L1, Z-Leu-Arg-MCA fluorescence;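 active means inhibition above the mean of all tested compounds plus 3 SD, set per screening campaign, cut at about 17% in these data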;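 further: 0% = plate median of test compound wells and 100% = 1 µM Z-Phe-Ala-diazomethylketone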
procasp3 activ – procaspase-3 (human) activation | P42574 | hit rate 0.11% among 330,000 | activation, % at 8.5 µM | recombinant procaspase-3 D3A, Ac-DEVD-pNA absorbance 405 nm;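 active means activation above the mean of all tested compounds plus 3 SD, cut at about 21% in these data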;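 further: 0% = DMSO alone and 100% = DMSO wells spiked with extra 5 µM PC-3 D3A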
Target sequence (P42574 whole entry D9A/D28A/D175A): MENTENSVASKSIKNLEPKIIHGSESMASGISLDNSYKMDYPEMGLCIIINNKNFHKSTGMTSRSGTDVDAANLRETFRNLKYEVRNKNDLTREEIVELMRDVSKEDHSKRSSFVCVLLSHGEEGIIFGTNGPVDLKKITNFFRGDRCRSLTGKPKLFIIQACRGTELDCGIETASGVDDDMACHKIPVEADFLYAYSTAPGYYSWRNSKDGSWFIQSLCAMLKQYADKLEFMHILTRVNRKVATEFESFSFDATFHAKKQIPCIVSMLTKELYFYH
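Assay system: Autoprocessing-dead procaspase-3 D3A mutant enzyme; also added: Ac-DEVD-pNA; doses: one concentration, 8.5 µM nominal, 0.8% DMSO; times: 1 h compound preincubation, 2 h substrate hydrolysis at 25 °C; technique: 405 nm absorbance of p-nitroaniline, reads at 0 and 120 min; measure: % activation between DMSO and enzyme-spiked controls; repeats: single replicate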
TPT1 inhibitor – C. albicans TPT1 enzyme inhibition; inhibition, % at 5 µM; recombinant caTPT1, FP RNA substrate dephosphorylation; AID 1962; hit rate 0.81% among 300,000;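 active means inhibition above the mean of all tested compounds plus 3 SD, set per screening campaign, cut at about 24% in these data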;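 further: plate controls were DMSO alone for no effect and ferristatin control at 100 nM for full effect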
PAFAH2 FP inh – PAFAH2 (human) inhibition. recombinant PAFAH2, FP-rhodamine activity probe, fluorescence polarization. Q99487. inhibition, % at 3.39 µM. hit rate 0.99% among 340,000. AID 492956;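 active means inhibition above the mean over all tested compounds plus 3 SD, cut at about 30% in these data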;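 further: inhibitors block probe labeling of enzyme so polarization drops; 0% = enzyme with DMSO and 100% = wells lacking PAFAH2 protein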
PP5 inh – blocks human protein phosphatase 5 activity. inhibition, % at 6.7 µM. AID 1987. purified PP5c, OMFP substrate fluorescence. P53041. hit rate 0.18% among 320,000;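 active means inhibition above the campaign's mean inhibition across all tested compounds plus 3 SD, cut at about 9.5% in these data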;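 further: 0% = DMSO only and 100% = 100 µM cantharidin control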
PP1 counter – counter-screen for PP5 inhibitors: inhibitors of human PP1-alpha; inhibition, % at 6.7 µM; hit rate 0.9% among 320,000; purified PP1alpha, OMFP fluorescence; AID 2235; P62136;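 active means inhibition above the mean inhibition of all tested compounds plus 3 SD, computed separately for each screening campaign, cut at about 15% in these data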
Target sequence (P62136 whole entry, looked up): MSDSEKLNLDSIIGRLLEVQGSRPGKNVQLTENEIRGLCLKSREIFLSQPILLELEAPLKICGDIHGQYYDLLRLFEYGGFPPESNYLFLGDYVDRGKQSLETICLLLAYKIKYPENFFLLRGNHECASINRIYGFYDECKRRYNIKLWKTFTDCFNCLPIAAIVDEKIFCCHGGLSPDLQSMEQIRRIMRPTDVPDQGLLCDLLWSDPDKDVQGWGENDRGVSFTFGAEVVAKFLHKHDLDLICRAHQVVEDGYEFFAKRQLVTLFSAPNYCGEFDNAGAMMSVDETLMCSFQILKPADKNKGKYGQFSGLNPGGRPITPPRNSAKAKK
* = called active by the depositor; . = not tested or not shown.

[1] O=C(Nc1nnc(-c2ccc(Cl)cc2)o1)c1cccc(N2C(=O)CCC2=O)c1
[2] COCCNC(=O)c1cc2oc3ccccc3c2n1C
[3] Cc1cc(=O)[nH]c(SCC(=O)NNC(=O)Cc2ccccc2)n1
[4] O=C(O)c1ccc(NCc2ccc(Br)cc2)cc1
[5] CCc1ccc2c(c1)C1(NN=C(c3ccc(C)cc3)S1)C(=O)N2 (stereo not given)
[6] CN(CCO)C(=O)CCC(=O)Nc1ccc(S(N)(=O)=O)cc1
[7] CC(=O)N(c1cccc(C)c1)S(=O)(=O)c1ccc(Cl)cc1
[8] Cc1c(Nc2c3ccccc3nc3ccccc23)c(=O)n(-c2ccccc2)n1C

assay / entry	1	2	3	4	5	6	7	8
AHR activator	10	-7	3	0	55*	-2	1	3
proCasp7 act	-5	-6	3	7	-53	6	5	-8
core dimer inh	-14	-3	3	-4	11	0	0	-3
Fh CTSL1 inh	1	1	-2	-1	0	1	6	7
procasp3 activ	8	1	1	-2	-50	-6	8	-7
TPT1 inhibitor	-3	3	-1	-1	3	-1	4	1
PAFAH2 FP inh	-2	-7	-3	7	-3	0	1	-4
PP5 inh	3.8	0.1	-1.1	-1.1	1.6	0.5	-1.7	0.6
PP1 counter	8	-4	-4	3	5	-6	-4	-3

[9] CN(CC(=O)Nc1cccc(F)c1)C(=O)CCc1nc2sc3c(c2c(=O)[nH]1)CCCC3
[10] Cc1cccc(NC(=O)c2cc(NC(=O)c3ccco3)ccc2Cl)n1
[11] O=C(Nc1ccc(NC(=O)c2cccnc2Cl)cc1)c1cccc(Cl)c1
[12] O=C(O)C(Cc1c[nH]c2ccccc12)N1C(=O)C2C3c4ccccc4C(c4ccccc43)[C@@H]2C1=O (stereo not given in full)
[13] O=C(COC(=O)C1CCC1)NCc1ccc(F)cc1
[14] CC(C)N1CCN(Cc2ccoc2)CC1CCO (stereo not given)
[15] COc1ccc(NC(=O)CN(C)C(=O)/C=C/c2ccc(S(=O)(=O)N3CCCCCC3)cc2)cc1
[16] Cc1ccccc1CNC(=O)c1ccccc1

assay / entry	9	10	11	12	13	14	15	16
AHR activator	6	15	-6	7	-2	3	1	-4
proCasp7 act	-3	-7	2	11	3	8	-4	1
core dimer inh	10	-6	-1	7	1	2	-1	-16
Fh CTSL1 inh	1	-3	8	-1	-5	-1	-2	1
procasp3 activ	5	4	0	3	-4	3	-1	2
TPT1 inhibitor	11	-4	0	4	-2	-3	-2	0
PAFAH2 FP inh	-5	-16	5	-4	15	9	15	-5
PP5 inh	2.2	-1.6	0.5	0.8	-0.4	3.4	-2.7	1.3
PP1 counter	6	1	-1	1	-9	-2	-3	-2

[17] COc1cccc(C(=O)NNS(=O)(=O)c2ccc(C)cc2)c1
[18] CC1(C)CC(O)CC(C)(C)N1CC(O)COCCOc1ccc(Br)cc1 (stereo not given)
[19] O=C1/C(=N\S(=O)(=O)c2cccs2)C([n+]2ccc(CCCc3ccccc3)cc2)=C([O-])c2ccccc21
[20] C=CCOc1ccc(-c2n[nH]c(=S)o2)cc1
[21] COc1ccccc1CCC(=O)OCC(=O)Nc1c(C)nn(-c2ccccc2)c1C
[22] Cc1ccc(C(=O)Nc2ccccc2N2CCCC2)cc1S(=O)(=O)N1CCOCC1
[23] O=C(CSc1ccc(Cl)cc1)Nc1cccc(-c2nc3ncccc3o2)c1
[24] CC(C)(C)c1ccc(OC2=CS(=O)(=O)c3ccccc32)cc1

assay / entry	17	18	19	20	21	22	23	24
AHR activator	3	4	20	2	0	2	-7	20
proCasp7 act	2	5	-2	-9	3	9	-1	-2
core dimer inh	2	10	2	1	-3	.	15	16
Fh CTSL1 inh	-2	-2	10	3	-4	.	3	-1
procasp3 activ	4	1	-16	-16	3	4	3	-6
TPT1 inhibitor	4	-1	-1	0	-7	.	-3	-5
PAFAH2 FP inh	0	0	.	-3	11	7	-4	0
PP5 inh	-1.4	0.7	5.0	-0.9	2.4	0.9	3.1	2.5
PP1 counter	-2	-3	4	-2	1	2	1	-6

[25] CCOC(=O)/C(C#N)=C1/C=C(C)NC(c2ccccc2O)=N1
[26] CCN(C(=O)CN1CCN(c2ccccc2OC)CC1)c1c(N)n(Cc2ccccc2)c(=O)[nH]c1=O
[27] COc1ccc(Nc2ccc3c(c2)=NC2(CCCCC2)[N+]=3[O-])cc1
[28] O=C(COC(=O)C1CC2CCCC(C1)C2=O)NNC(=O)c1ccccc1Br (stereo not given)
[29] COC(=O)c1cc(Cl)c(NC(=O)c2cc(OC)c(OC)c(OC)c2)cc1OC
[30] O=C1N=c2ccccc2=C1c1sc(NS(=O)(=O)Cc2ccccc2)nc1O
[31] O=C(NC(=S)Nc1cccc(Cl)c1N1CCCCC1)c1cccs1
[32] Cc1nc2ccccc2nc(C)c1=NOCc1ccc(Cl)cc1Cl

assay / entry	25	26	27	28	29	30	31	32
AHR activator	36	1	10	1	3	21	22	27
proCasp7 act	-11	6	-4	4	-7	-9	-11	-14
core dimer inh	10	-2	-44	.	3	1	3	-13
Fh CTSL1 inh	4	2	-1	.	3	-1	7	1
procasp3 activ	1	-3	-5	-2	1	-9	0	-2
TPT1 inhibitor	3	-3	-10	.	0	2	3	-4
PAFAH2 FP inh	9	-3	11	6	-4	12	-10	4
PP5 inh	12*	-0.7	2.9	2.1	0.1	-0.4	2.0	1.4
PP1 counter	5	-1	3	-2	0	1	4	2

[33] CCCCCC(=O)NC(=S)Nc1ccc(Br)cc1C
[34] FC(F)Oc1ccc(-c2c[n+]3c(n2-c2ccccc2)CCCCC3)cc1
[35] CC1CCc2cc(F)ccc2N1C(=O)CN1C(=O)c2ccccc2C1=O (stereo not given)
[36] COc1cccc(CNC(=O)CN2CCC(c3nc4ccc(C)cc4[nH]3)CC2)c1
[37] COc1ccc(-n2ncc3c(=O)n(Cc4c(F)cccc4Cl)cnc32)cc1
[38] CC1=NN(c2ccc([N+](=O)[O-])cc2)C(=O)/C1=C\N(C)C
[39] COc1cc2c(cc1OC)C(C)N(C(=O)c1cc3n(n1)C(C(F)(F)F)CC(c1ccco1)N3)CC2 (stereo not given)
[40] CCOC(=O)Cn1cnc2c(nnn2-c2cccc(OC)c2)c1=O

assay / entry	33	34	35	36	37	38	39	40
AHR activator	1	0	0	13	9	11	13	1
proCasp7 act	-1	1	4	13	2	-6	3	-2
core dimer inh	-3	0	9	-2	3	-11	1	0
Fh CTSL1 inh	6	7	3	0	2	-1	1	2
procasp3 activ	0	-1	-9	-1	3	1	5	-1
TPT1 inhibitor	-6	-2	-2	-1	0	-2	0	2
PAFAH2 FP inh	-4	-1	9	2	1	2	0	-3
PP5 inh	1.6	0.3	-0.1	-0.2	-1.1	2.6	5.0	-3.2
PP1 counter	-3	-4	3	-1	-3	1	2	-3

[41] COc1ccc(-c2ccc(N)[n+](CCCC(=O)O)n2)cc1
[42] CC(=O)NC(CCS(C)(=O)=O)C(=O)Nc1ccc2c(c1)OCCO2 (stereo not given)
[43] CC1CC(C)(C)NC(=S)N1CCC(=O)Nc1ccc2c(c1)OCCO2 (stereo not given)
[44] O=C(CNC1CCCCCC1)Nc1ccccc1N1CCCCC1
[45] Oc1ccc(-n2cccc2/C=N/n2cnnc2)cc1
[46] CSc1cccc(NC(=O)CCCOc2ccc(Cl)cc2Cl)c1
[47] Cc1ccc(-n2nnc3c(=O)n(Cc4ccccn4)cnc32)cc1C
[48] O=C1C(=O)N(Cc2cccnc2)C(c2ccc(Br)cc2)/C1=C(\O)c1ccc2c(c1)OCCO2 (stereo not given)

assay / entry	41	42	43	44	45	46	47	48
AHR activator	4	0	-1	9	-2	0	4	-4
proCasp7 act	2	9	-1	-3	3	-4	2	-51
core dimer inh	-3	1	-2	6	2	-4	-3	6
Fh CTSL1 inh	1	-5	-1	1	0	1	-1	0
procasp3 activ	2	10	-1	6	-6	-2	-1	-3
TPT1 inhibitor	-4	-4	-4	1	9	-2	0	2
PAFAH2 FP inh	7	4	2	13	-5	-14	11	9
PP5 inh	0.1	2.5	-1.5	0.8	1.3	3.0	1.4	3.5
PP1 counter	-3	-2	2	-1	-4	0	1	3

[49] CC(C)(C)NC(=O)C(c1ccccc1)N(Cc1ccco1)C(=O)c1csnn1 (stereo not given)
[50] CCCCNC(=O)c1cc(C)nn1-c1ccccc1
[51] COc1ccc(NC(=O)C(CC(C)C)NC(=O)c2ccccc2C)cn1 (stereo not given)
[52] CC(=O)c1c(OC(=O)c2ccccc2)ccnc1C(F)(F)F
[53] Cc1ccccc1NC(=O)CSc1nc2c(c(-c3ccco3)c1C#N)CCCC2
[54] COc1ccc(C(=O)Nc2nnc(C(F)(F)F)s2)cc1
[55] O=C(Nn1cnc2ccccc2c1=O)c1cccc(Cl)c1
[56] C=CCN=C1CC(C)(C)CC(=O)/C1=C(\O)CCCN1C(=O)c2ccccc2C1=O
[57] CCOC(=O)N1CCN(C(=O)c2cc(COc3ccc(Cl)cc3OC)on2)CC1
[58] O=C(CCCN1C(=O)c2cccc3cccc(c23)C1=O)N1CCN(c2ccccc2)CC1
[59] COc1ccc(CCn2c(=N)c(C(=O)NCCN3CCOCC3)cc3c(=O)n4cccc(C)c4nc32)cc1OC

assay / entry	49	50	51	52	53	54	55	56	57	58	59
AHR activator	2	0	3	-2	0	59*	3	0	2	0	4
proCasp7 act	-11	-1	-4	2	5	1	-1	8	10	-8	-2
core dimer inh	-4	0	8	.	-2	-2	1	-1	5	4	2
Fh CTSL1 inh	0	-4	3	.	1	6	1	-3	0	-2	-3
procasp3 activ	-3	-1	-5	10	12	-6	3	-2	1	-4	-6
TPT1 inhibitor	-2	-5	-8	.	3	1	-2	-4	2	3	5
PAFAH2 FP inh	-5	0	-5	7	-4	-5	-1	-4	-1	-3	9
PP5 inh	2.4	-2.2	-0.8	-2.6	3.1	-0.3	1.2	-0.1	0.7	2.8	-1.4
PP1 counter	-1	-5	1	-3	6	0	2	-4	0	1	-3

Reprinted at random: four compounds from above.
[41] COc1ccc(-c2ccc(N)[n+](CCCC(=O)O)n2)cc1
[32] Cc1nc2ccccc2nc(C)c1=NOCc1ccc(Cl)cc1Cl
[1] O=C(Nc1nnc(-c2ccc(Cl)cc2)o1)c1cccc(N2C(=O)CCC2=O)c1
[7] CC(=O)N(c1cccc(C)c1)S(=O)(=O)c1ccc(Cl)cc1

assay / entry	41	32	1	7
AHR activator	4	27	10	1
proCasp7 act	2	-14	-5	5
core dimer inh	-3	-13	-14	0
Fh CTSL1 inh	1	1	1	6
procasp3 activ	2	-2	8	8
TPT1 inhibitor	-4	-4	-3	4
PAFAH2 FP inh	7	4	-2	1
PP5 inh	0.1	1.4	3.8	-1.7
PP1 counter	-3	2	8	-4
